Yfh1-off respiration: enhancers of respiration in Yfh1-depleted yeast, dose response, Friedreich's ataxia, plus single-dose screen (AID 1465); S. cerevisiae Yfh1-off respiration, WST-1 reduction, 72 h; higher fold induction means a stronger effect; fold induction at 50 µM; hits with a dose series show EC50 in µM; 220,000 tested, 0.074% active;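 active = fold induction of absorbance versus untreated yeast above a set limit, then at least 30% activation at any dose in follow-up; inconclusive = repeats straddling the limit, or above it without dose testing; inactive = fold induction below the set limit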;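 note: activators that raise dye reduction in frataxin-depleted yeast; strong numbers were not always called active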
SV40 large T antigen: TAg ATPase/helicase activity blockers – biochemical (AID 1903); SV40 large T antigen ATPase/helicase inhibition assay; higher % means a stronger effect; inhibition, % at 20 µM, or IC50 in µM where a hit was titrated; 310,000 tested, 0.39% active; in the data active = a potency from the dose series; inconclusive = inhibition mostly from about 32% at the one dose, without a potency; inactive = the rest, 99 in 100 with inhibition below about 32%; note: strong numbers were not always called active
WT yeast gro inh: growth inhibition of WT yeast, mitochondrial fusion screen; mitochondrial fusion phenotypic screen, WT strain; inhibition, % at 10 µM; AID 1362; 190,000 tested, 2.1% active; in the data active = inhibition above about 58%; tested in S. cerevisiae
Dengue-2 NS5 capping: Dengue-2 NS5 methyltransferase inhibitors, primary screen, biochemical, confirmation dose response (AID 588689); one-dose inhibition, % at 25 µM; IC50 in µM for titrated hits; 340,000 tested, 0.3% active; Dengue-2 NS5 methyltransferase capping enzyme assay, biochemical; higher % means a stronger effect; in the data active = a potency from the dose series; inconclusive = inhibition above about 29% without an active follow-up result
West Nile virus CPE: inhibition of WNV-induced cytopathic effect – cell-based, CPE readout (AID 1621). 290,000 tested, 0.02% active. West Nile virus-infected cells, CPE inhibition; higher % means a stronger effect. CPE inhibition, % at 10 µM, or IC50 in µM where a hit was titrated; in the data active = a potency from the dose series; inconclusive = CPE inhibition mostly from about 3.7% at the one dose, without a potency; inactive = the rest, 99 in 100 with CPE inhibition below about 2.2%; note: strong numbers were not always called active
XIAP antagonists: small molecules displacing peptide from XIAP – biochemical, IAP family, fluorescence polarization (AID 1018); XIAP BIR domain, fluorescence polarization peptide displacement; higher % means a stronger effect; displacement, % at 20 µM; hits with a dose series show IC50 in µM; 200,000 tested, 0.007% active; in the data active = displacement above about 50%; note: a part of the inactive calls stands beside numbers as strong as those of hits
K1F lysis inhibition: inhibition of K1F phage lysis, E. coli UTI89, bacterial capsule biogenesis inhibitors, alamar blue (AID 488966). E. coli UTI89 K1F phage lysis, alamar blue, 2 h; higher % means a stronger effect. inhibition, % at 100 µM, or IC50 in µM where a hit was titrated. 340,000 tested, 0.02% active;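 active = phage lysis inhibition, versus mean bacterial control, above a set limit; inconclusive = no clear call, values can overlap the other calls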;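 note: capsule biogenesis inhibitors block K1F phage lysis so surviving cells raise fluorescence; higher fluorescence means more inhibition of phage lysis; actives were called in the ten point dose series up to 300 µM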
RSV antiviral HEp-2: RSV antiviral activity via CPE protection, HEp-2 cells, primary 10 µM value included (AID 2391); 310,000 tested, 0.13% active; CPE inhibition, % at 10 µM, or IC50 in µM where a hit was titrated; HEp-2 cells, RSV-induced CPE inhibition; higher % means a stronger effect; in the data active = a potency from the dose series; inconclusive = CPE inhibition mostly from about 23% at the one dose, without a potency; inactive = the rest, 99 in 100 with CPE inhibition below about 21%; note: strong numbers were not always called active
ER stress rescue: protection against thapsigargin-triggered cell killing – 384-well, CSM14.1, ATP luminescence, primary screen (AID 1222); one-dose cellular ATP content (survival), % at 20 µM; EC50 in µM for titrated hits; 190,000 tested, under 10 active; CSM14.1 thapsigargin-induced death rescue, ATP luminescence; higher % means a stronger effect;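 active = EC50 below 50 µM in the dose-response confirmation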;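 note: death triggered by thapsigargin at about 15 µM added after 2 h compound pretreatment; cell ATP read after overnight thapsigargin exposure of roughly 18 to 22 hours; normalized against plate controls of thapsigargin alone and 5% DMSO vehicle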
WT yeast gro inh mutant strain: further read-out of WT yeast gro inh, marked with its call; inhibition, %; mitochondrial fusion phenotypic screen, mutant strain inhibition
Dengue-2 NS5 capping pilot replicate: recorded beside Dengue-2 NS5 capping, whose call it bears; inhibition, %; measured here: pilot screen replicate inhibition
Active calls of the source: *; i = inactive; ? = inconclusive; / = not tested or not shown; [ ] = remark or other dose. A portion of the library, so the mix of outcomes need not match the whole.

SMILES	Yfh1-off respiration	SV40 large T antigen	WT yeast gro inh	WT yeast gro inh mutant strain	Dengue-2 NS5 capping	West Nile virus CPE	XIAP antagonists	K1F lysis inhibition	RSV antiviral HEp-2	ER stress rescue	others
CCCCn1c(=O)c(C=Nc2cc([N+](=O)[O-])ccc2OC)c(O)n(CCCCl)c1=O	i	2%	15	-12	-42%	-0.7%	-5.0%	0.1%	-0.2%	0.1%
COc1cccc2c1O[C@H]1C(=O)CC[C@H]3CN(C)CCC231 (some centres not stated)	i	10%	/	/	1%	1.1%	/	-0.5%	1.9%	/
O=C(N/N=C/c1c(O)n(C2CC2)c(=S)[nH]c1=O)c1ccccc1Cl	/	-6%	/	/	-22%	0.4%	/	-0.2%	2.5%	/
CCOC(=O)C(O)(c1ccc(NC(=O)NC2CCCCC2)cc1)C(F)(F)F (configuration not stated)	i	-1%	-15	-3	-3%	0.7%	-2.8%	2.9%	0.9%	-0.8%
c1ccc2c(CNC3CCCCCC3)c[nH]c2c1	i	12%	9	17	-11%	-1.5%	-4.1%	10%	-0.9%	-2.3%
COc1ccc(C(=O)C2CCCN(C3CSCCSC3)C2)c(C)c1 (configuration not stated)	i	-4%	21	5	-8%	-1.0%	-0.1%	0.2%	2.5%	0.6%
CCCS(=O)(=O)N1CCC(C(=O)N2CCC3(CC2)OCCO3)CC1	i	-2%	8	-5	-5%	0.1%	-0.5%	2.6%	-0.6%	1.6%
COc1cc2c(cc1C=O)OCO2	i	21%	-6	3	-7%	-0.3%	-3.5%	0.9%[50 µM]	1.7%	-1.1%
CCOc1ccc(N2C(=O)/C(=C/c3ccc(C)o3)C(=O)NC2=S)cc1	/	50µM*	/	/	21%	-0.3%	/	0.4%	0.5%	/
N/C(=N\[N+](=O)[O-])N1CCN(C(=O)c2ccccn2)CC1	/	-3%	/	/	-3%	0.0%	/	0.2%	-1.1%	/
COc1cccc(-n2c(/C=C/c3ccccn3)nc3ccccc3c2=O)c1	/	9%	/	/	1%	?	/	0.3%	12%	/
COC(=O)[C@@H]1C[C@]2(C(=O)O)c3ccccc3N(OOSc3ccccc3)[C@@H]2N1C(=O)OC	i	9%	/	/	-7%	-0.3%	/	0.8%	3.1%	/
COc1ccc(C2SCC(=O)Nc3c2c(=O)[nH]n3C2CCCCCC2)cc1 (configuration not stated)	i	8%	10	10	-5%	-0.4%	-5.0%	1.2%	0.1%	-0.6%
Cc1cccc(N2C(=O)/C(=C/c3ccc(CN(CCC#N)S(C)(=O)=O)o3)C(=O)NC2=S)c1	i	32%	-6	-2	26%	0.6%	-4.5%	1.5%	1.5%	-2.5%
Cc1cc(/C=C2\C(=O)NC(=O)N(c3ccccc3)C2=O)c(C)n1-c1ccc(C(=O)O)c(Cl)c1	/	18%	/	/	64µM*	-0.2%	/	0.7%	0.3%	/
O=C(c1cccc(Cl)c1)C1CCCN(Cc2ccon2)C1 (configuration not stated)	i	1%	-14	-16	-4%	-0.1%	-14%	0.4%	2.9%	1.4%
COc1cc2c(cc1OC)-c1c(OC)c(OC)cc3c1[C@H](C2)N(C)CC3	i	12%	-5	4	16%	-0.2%	-9.0%	-1.0%	15%	7.0%
NNc1n[nH]c(=S)n1N	i	32%	/	/	-3%	0.6%	/	0.0%	0.9%	/
O=Cc1cn(Cc2cccc(F)c2)c2ccccc12	i	-40%	-14	-25	-3%	-0.2%	-3.1%	5.0%	2.0%	-1.9%
CCOC(=O)c1c(C)[nH]c(C)c1C(=O)C(Cc1ccccc1)N(C)C (configuration not stated)	/	12%	/	/	1%	-1.1%	/	0.1%	1.1%	/
Cn1c(O)c(C=NCCCC(=O)O)c(=O)n(C)c1=O	i	11%	-4	1	-3%	-0.1%	-2.6%	1.3%	3.2%	2.7%	Dengue-2 NS5 capping pilot replicate=0.6
COc1ccc(NC(=O)c2cn(CCC#N)nc2-c2ccccc2)cc1	/	-3%	/	/	-9%	-0.6%	/	-0.3%	2.1%	/
O=C(COc1ccc2ccccc2c1)N1CCN(CC2CC3C=CC2C3)CC1 (configuration not stated)	i	2%	-3	-3	-1%	-0.5%	-4.8%	11%	2.1%	0.5%
O=C(c1ccncc1)C12CN3CN(CN(C3)C1)C2	/	7%	-3	6	-3%	/	-2.1%	1.5%	0.6%	2.4%
Cc1ccc(N2CCN(CCc3ccccc3)CC2)cc1	i	5%	2	34	1%	0.1%	-7.0%	1.1%	-1.5%	2.0%

Copied from above for reference:
SMILES	Yfh1-off respiration	SV40 large T antigen	WT yeast gro inh	WT yeast gro inh mutant strain	Dengue-2 NS5 capping	West Nile virus CPE	XIAP antagonists	K1F lysis inhibition	RSV antiviral HEp-2	ER stress rescue	others
CCOc1ccc(N2C(=O)/C(=C/c3ccc(C)o3)C(=O)NC2=S)cc1	/	50µM*	/	/	21%	-0.3%	/	0.4%	0.5%	/
N/C(=N\[N+](=O)[O-])N1CCN(C(=O)c2ccccn2)CC1	/	-3%	/	/	-3%	0.0%	/	0.2%	-1.1%	/

Continuation.
SMILES	Yfh1-off respiration	SV40 large T antigen	WT yeast gro inh	WT yeast gro inh mutant strain	Dengue-2 NS5 capping	West Nile virus CPE	XIAP antagonists	K1F lysis inhibition	RSV antiviral HEp-2	ER stress rescue	others
COc1c(C)cc(C(=O)C2CCCN(Cc3ccccn3)C2)cc1C (configuration not stated)	i	-1%	29	52	-9%	-0.5%	-5.4%	0.1%	0.3%	-1.4%
CC(=O)[C@H]1CC[C@H]2[C@@H]3CC[C@H]4C[C@H](O)CC[C@]4(C)[C@H]3C(=O)C[C@]12C	i	-8%	45	37	-11%	-0.3%	-1.3%	2.4%	1.6%	-1.1%
O=C1CCCC2C3CCCN4CCCC(CN12)C34 (configuration not stated)	i	-1%	-13	-4	-4%	-0.2%	-4.5%	0.3%	2.9%	-1.2%
COc1ccc(-c2nc3ccccc3n2OC(=O)N(C)C)cc1	i	-4%	-4	0	-10%	-0.7%	-2.0%	8.0%	1.1%	-0.2%
CC(=O)Nc1ccc(C2CN(C)CC2C(=O)c2ccc(Cl)cc2)cc1 (configuration not stated)	i	3%	0	3	-15%	-0.5%	-6.4%	0.1%	0.4%	-0.9%
Cc1[nH]c2ccccc2c1C1=CCNCC1	i	15%	-18	-21	-15%	1.6%	-5.2%	0.6%	0.1%	1.0%
Cc1ccc2c(c1)C1CN(C)CCC1N2C(=O)CCCN1C(=O)c2cccc3cccc(c23)C1=O (configuration not stated)	i	12%	/	/	-10%	-0.3%	/	0.2%	-2.4%	/
COc1cccc(CN2CCN(C(=O)COc3ccc4ccccc4c3)CC2)c1	i	14%	15	17	-3%	-0.6%	-3.9%	5.0%	11%	2.8%
CCCCn1c(O)c(C(C)=Nc2cccc(C(=O)O)c2)c(=O)[nH]c1=O	i	4%	-5	7	-45%	0.3%	-5.9%	-0.2%	-0.5%	-2.1%
FC(F)(F)c1ccccc1NC1=NCCCS1	/	3%	/	/	0%	0.4%	/	-1.0%	1.7%	/
CCc1ccc(N2C(=O)NC(=O)/C(=C\C=C\c3ccco3)C2=O)cc1	i	/	/	/	-19%	0.0%	/	-0.2%	7.1%	/
CNCCc1c[nH]c2ccccc12	i	19%	4	10	/	0.3%	-3.4%	/	1.0%	-0.8%
Cc1ccccc1CC(=O)N(CCN(C)C)CC1CCCN(Cc2ccccc2F)C1 (configuration not stated)	/	6%	/	/	/	0.8%	/	1.7%	-0.7%	/
O=c1[nH]c(=O)n(-c2ccc(F)cc2)c(O)c1/C=C1\C=Nc2ccccc21	/	13%	/	/	18%	-0.5%	/	0.2%	-0.4%	/
COc1ccc(C(=O)C(C)(C)NO)cc1	i	21%	-7	18	-10%	0.0%	-16%	0.2%	-0.1%	0.5%
O=C1NC(=O)N(c2ccccc2)C(=O)/C1=C/c1coc2ccc(O)cc2c1=O	i	/	/	/	42%	0.0%	/	1.1%	1.3%	/
CNC(=O)Oc1ccc(-c2cn3cc(C)ccc3n2)cc1	i	8%	36	18	-10%	-0.7%	-0.7%	3.1%[50 µM]	0.6%	-3.2%
COc1ccccc1NC1(C#N)CCCCC1	i	7%	-2	4	-1%	-0.1%	-3.4%	0.3%	1.1%	-0.3%
COc1ccc(/C=C2/C(=O)N(Cc3ccco3)C(=O)N(C(C)C)C2=O)cc1	i	81µM*	-4	-11	/	0.3%	-1.2%	0.5%	0.6%	-0.6%
O=C1NC(=O)N(Cc2ccco2)C(=O)/C1=C\c1cccn1CCOc1ccc(Cl)cc1	i	31%	34	-11	5%	0.0%	-1.9%	0.0%	43%	-0.6%
CCn1c(O)c(C=Nc2ccc(N3CCOCC3)c(Br)c2)c(=O)n(CC)c1=S	/	5%	-24	6	-12%	/	-3.7%	0.3%	3.8%	2.5%	Dengue-2 NS5 capping pilot replicate=1.2
O=[N+]([O-])c1ccc(N2CCOCC2)c2ccncc12	i	3%	-4	-33	-2%	-0.9%	-7.0%	0.0%	1.7%	-0.9%
COc1nc2ccccc2c(=O)n1-c1ccc(Cl)cc1	i	6%	18	-15	-3%	-1.1%	-1.6%	1.3%[50 µM]	1.9%	-5.0%
OC12CCCCC1C(c1ccccc1)NCC2 (configuration not stated)	i	4%	16	3	-1%	-0.2%	-1.1%	2.8%	1.7%	1.8%
Cc1cc(/C=C2\C(=O)NC(=O)N(c3cccc(F)c3)C2=O)c(C)n1-c1cc(C(=O)O)cc(C(=O)O)c1	i	30%	-20	-13	21%	0.6%	-5.7%	-0.6%	1.2%	0.9%
O=Cc1cn(Cc2ccc(F)cc2Cl)c2ccccc12	i	6%	7	-22	0%	0.7%	-6.9%	1.0%[50 µM]	0.2%	1.1%
CNS(=O)(=O)c1ccc(N=Cc2c(O)n(-c3ccc(C)cc3)c(=O)[nH]c2=O)cc1	i	14%	/	/	-36%	0.4%	/	0.5%	1.2%	/
COc1ccc(-n2nc(C(=O)NCC(=O)N3CCC4(CC3)OCCO4)c3ccccc3c2=O)cc1	/	2%	/	/	-2%	0.2%	/	0.2%	0.5%	/

Reprinted at random: 3 entries already listed, in no set order.
SMILES	Yfh1-off respiration	SV40 large T antigen	WT yeast gro inh	WT yeast gro inh mutant strain	Dengue-2 NS5 capping	West Nile virus CPE	XIAP antagonists	K1F lysis inhibition	RSV antiviral HEp-2	ER stress rescue	others
Cc1cccc(N2C(=O)/C(=C/c3ccc(CN(CCC#N)S(C)(=O)=O)o3)C(=O)NC2=S)c1	i	32%	-6	-2	26%	0.6%	-4.5%	1.5%	1.5%	-2.5%
CCCS(=O)(=O)N1CCC(C(=O)N2CCC3(CC2)OCCO3)CC1	i	-2%	8	-5	-5%	0.1%	-0.5%	2.6%	-0.6%	1.6%
Cc1cc(/C=C2\C(=O)NC(=O)N(c3ccccc3)C2=O)c(C)n1-c1ccc(C(=O)O)c(Cl)c1	/	18%	/	/	64µM*	-0.2%	/	0.7%	0.3%	/

Screens (PubChem)
